NPC1 promoter act: qHTS Assay for NPC1 Promoter Activators; Huh7 NPC1 promoter luciferase reporter, 24 h; Potency, µM (series often up to 9.22 µM), for inactives: at the highest dose activation, usual class: activators; 320,000 tested, 2.4% active; AID 485313, 2010;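 also: potency is read from the fitted curve at half-maximal effect; % of control where 0% means no effect; nearly all actives have a fitted effect of over 60% in size; reporter is driven by a mutant NPC1 promoter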
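Huh7 reporter cells (NPC1 promoter driving luciferase) are dosed with compound for 24 h at 37 °C, 5% CO2; luciferase detection reagent is then added and luminescence measured after 10 min at ambient temperature.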
p53 reactivator: qHTS assay for re-activators of p53 using a Luc reporter; H1299 p53-A138V BP100-luciferase reporter, luminescence, 24 h; Potency, µM (doses to about 92.2 µM), for inactives: at the highest dose activity change, positive = activation, usual class: activators; 320,000 tested, 0.063% active; AID 504706, 2011; also: potency is read from the fitted curve at half-maximal effect; % of control where 0% means no effect; nearly all actives have a fitted effect of over 45% in size
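H1299 (p53-null), stable ts p53-A138V + BP100-Luc; 1000 cells/well, Opti-MEM/10% FBS; cpd 4 pt, 1:5; 24 h, 37 deg C, 5% CO2; detection reagent 10 min RT; luminescence.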
Tb PFK block: qHTS Assay to Find Inhibitors of T. brucei phosphofructokinase; ATP-dependent 6-phosphofructokinase (Trypanosoma brucei brucei), O15648; T. brucei PFK, ADP-Glo luminescence; Potency, µM (top dose mostly 57.5 µM), for inactives: at the highest dose activity, negative = inhibition, hits mostly inhibitors; 330,000 tested, 0.17% active; AID 485367, 2010;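 also: potency is read from the fitted curve at half-maximal effect; 0% = uninhibited 1x PFK enzyme wells and -100% = no-enzyme wells; nearly all actives have a fitted effect of over 60% in size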
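PFK 1.25 nM, F6P 0.5 mM, ATP 0.1 mM, 0.1 M TEA pH 8.0, 5 mM MgCl2, 0.01% Tween20, 0.1% BSA; 45 min RT. ADP-Glo readout. qHTS titration up to 57 uM; curves fitted, compounds curve-classed.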
ELG1 genotoxic: qHTS screen for small molecules that induce genotoxicity in human embryonic kidney (HEK293T) cells expressing luciferase-tagged ELG1. HEK293T ELG1-luciferase reporter, luminescence, 16 h. Potency, µM (highest dose often 46 µM), inactives show top-dose activity change, positive = activation, hits mostly activators. 330,000 tested, 1.3% active; also: potency is read from the fitted curve at half-maximal effect; % of control where 0% means no effect; nearly all actives have a fitted effect of over 60% in size
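Quantitative HTS format in 1536-well plates. HEK293T ELG1-luciferase reporter cells receive test compound and are incubated 16 hr at 37 °C, 5% CO2; ONE-Glo added, 30 min room temperature, then luminescence read.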
FLuc counter: qHTS profiling assay for firefly luciferase inhibitor/activator using purifed enzyme and Km concentrations of substrates (counterscreen for miR-21 project). AID 588342, 2011. Luciferin 4-monooxygenase (Photinus pyralis), P08659. purified FLuc, Km substrates, luminescence inhibition. Potency, µM (highest dose often 57.5 µM), for the others: at the highest dose activity change, negative = inhibition, actives largely listed as inhibitors. 360,000 tested, 6.9% active;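 also: potency is read from the fitted curve at half-maximal effect; plate controls were vehicle for no effect and reference inhibitor for full effect; nearly all actives have a fitted effect of over 55% in size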
Target sequence (P08659 whole entry, looked up): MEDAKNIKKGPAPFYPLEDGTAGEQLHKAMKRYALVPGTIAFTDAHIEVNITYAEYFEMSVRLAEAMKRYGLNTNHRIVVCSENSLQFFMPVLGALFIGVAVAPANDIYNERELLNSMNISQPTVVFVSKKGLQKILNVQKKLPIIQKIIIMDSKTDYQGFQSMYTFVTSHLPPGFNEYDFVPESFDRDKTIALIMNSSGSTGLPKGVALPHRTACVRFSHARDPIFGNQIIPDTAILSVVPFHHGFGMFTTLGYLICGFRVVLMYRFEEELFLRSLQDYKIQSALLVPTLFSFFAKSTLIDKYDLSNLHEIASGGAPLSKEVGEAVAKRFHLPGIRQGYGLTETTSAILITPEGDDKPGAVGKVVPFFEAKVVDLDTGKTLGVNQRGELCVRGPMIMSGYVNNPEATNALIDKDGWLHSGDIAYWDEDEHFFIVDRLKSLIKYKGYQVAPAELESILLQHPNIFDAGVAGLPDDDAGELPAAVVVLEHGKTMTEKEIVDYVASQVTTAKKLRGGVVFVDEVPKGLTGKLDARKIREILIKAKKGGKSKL
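Biochemical qHTS of compounds, final roughly 60 µM downward over six points, against 10 nM purified firefly luciferase using Km concentrations of substrates (10 uM D-luciferin, 10 uM ATP) in Tris acetate pH 7.5 buffer; luminescence output.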
Gal4-VP16 FLuc: VP16 counterscreen qHTS for inhibitors of ROR gamma transcriptional activity. Drosophila S2 Gal4-VP16 UAS-luciferase, luminescence, 20 h. Potency, µM (top dose mostly 53.6 µM), without a hit: top-dose activity, negative = inhibition, actives largely listed as inhibitors. 310,000 tested, 3.5% active;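 also: Gal4-VP16 expression switched on by copper sulfate through the metallothionein promoter; potency is read from the fitted curve at half-maximal effect; % is scaled to controls: 0 for no effect and ±100 for the full control effect; nearly all actives have a fitted effect of over 50% in size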
BRCA1 expr act: qHTS Assay to Identify Small Molecule Activators of BRCA1 Expression. MCF7-BRCA1-FFLuc reporter, luminescence, 48 h; response scale: scaled: vehicle 0%, 10 µM genistein 100%. Potency, µM (series often up to 46.1 µM), without a hit: at the highest dose activation, hits mostly activators. 380,000 tested, 1.1% active; also: potency is read from the fitted curve at half-maximal effect; nearly all actives have a fitted effect of over 80% in size; some results filed as inactive show a strong effect at the top dose
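First, MCF7-BRCA1-FFLuc cells (2000/well) attach for 2 h; next, compounds are pin-added and incubated 48 h at 37 °C; finally, luciferase reagent is added and luminescence read after 15 min.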
RORg inh: qHTS for inhibitors of ROR gamma transcriptional activity; AID 2551, 2010; Drosophila S2 Gal4-RORgamma UAS-luciferase reporter, 20 h; Nuclear receptor ROR-gamma (Mus musculus), P51450; Potency, µM (top dose mostly 53.6 µM), for the others: top-dose activity change, negative = inhibition, actives largely listed as inhibitors; 310,000 tested, 5.4% active; also: potency is read from the fitted curve at half-maximal effect; % is scaled to controls: 0 for no effect and ±100 for the full control effect; nearly all actives have a fitted effect of over 60% in size
Target sequence (P51450 whole entry, looked up, the tested form may be a part): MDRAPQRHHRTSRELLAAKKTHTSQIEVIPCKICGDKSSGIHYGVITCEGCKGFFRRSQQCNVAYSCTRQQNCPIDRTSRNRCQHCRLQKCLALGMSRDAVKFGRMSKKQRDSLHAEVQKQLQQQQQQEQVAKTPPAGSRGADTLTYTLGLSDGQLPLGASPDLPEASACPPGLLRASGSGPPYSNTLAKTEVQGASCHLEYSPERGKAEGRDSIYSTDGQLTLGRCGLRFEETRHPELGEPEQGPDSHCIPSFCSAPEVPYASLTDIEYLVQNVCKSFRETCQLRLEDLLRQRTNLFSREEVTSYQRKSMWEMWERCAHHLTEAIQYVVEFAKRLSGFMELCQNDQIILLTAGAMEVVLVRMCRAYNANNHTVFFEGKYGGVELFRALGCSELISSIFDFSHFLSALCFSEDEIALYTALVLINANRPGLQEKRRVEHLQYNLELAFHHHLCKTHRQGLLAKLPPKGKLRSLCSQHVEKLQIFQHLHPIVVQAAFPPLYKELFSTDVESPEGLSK
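Stable Schneider cell line, Gal4 DNA-binding domain fused to ROR gamma, UAS-luciferase. Cmpd 1 hr RT → CuSO4 700 uM final → 20 hr RT → luciferase reagent 10 min → luminescence.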
ELG1 DNA repair: qHTS screen for small molecules that inhibit ELG1-dependent DNA repair in human embryonic kidney (HEK293T) cells expressing luciferase-tagged ELG1 | HEK293T ELG1-luciferase reporter, luminescence, 16 h; DNA damage induced by 5-fluorouridine | Potency, µM (titrated, usually from 46.1 µM), without a hit: at the top dose activity change, negative = inhibition, usual class: inhibitors | 330,000 tested, 2.3% active | AID 504467, 2011; also: potency is read from the fitted curve at half-maximal effect; % is scaled to controls: 0 for no effect and ±100 for the full control effect; nearly all actives have a fitted effect of over 55% in size
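Reporter activity after DNA damage by 5-fluorouridine is monitored. Compound-treated cells incubate 16 hr at 37 °C, then ONE-Glo is added for 30 min before luminescence reading.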
TRPV1 agonist: HTS Assay for Compounds that Act as Agonists of the Vanilloid Receptor 1; activation, % at 8.33 µM; TRPV1-expressing cells, Fluo-8 calcium influx, agonist mode; Transient receptor potential cation channel subfamily V member 1 (Homo sapiens), Q8NER1; 320,000 tested, 0.19% active; in the data active = activation above about 80%; inconclusive = between about 30% and that limit; also: 0% is about no effect
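TRPV1-expressing cells were cultured overnight at 35.5C and loaded with Fluo-8 calcium dye for 40 to 90 min at room temperature. After a 10 s baseline, compound was added and calcium influx was read kinetically for 3 min (ex 480/em 520 nm).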
Rab9 prom act: qHTS Assay for Rab9 Promoter Activators | Potency, µM (series often up to 9.22 µM), without a hit: at the top dose activation, negative = inhibition, usual class: activators | 320,000 tested, 2.8% active | Huh7 Rab9 promoter-luciferase reporter, luminescence, 24 h | AID 485297, 2010; also: potency is read from the fitted curve at half-maximal effect; % of control where 0% means no effect; nearly all actives have a fitted effect of over 60% in size
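Cells were plated at 1500 per well in reduced-serum medium with 10% FBS and left 2 h. Compound in DMSO was then added for 24 h at 37 °C. Reporter signal was read by luminescence after 10 min with luciferase detection reagent.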
Active calls of the source: *; ? = inconclusive; · = not tested or not shown; & = joins results of further samples; [ ] = another dose, or the depositor's remark. Unless noted, calls follow the shape of the dose curve; as a rule, active = well fitted curve in the direction sought with a large enough effect; inconclusive = small, poorly fitted or top-dose-only effect, or another doubt; inactive = no such curve, though single readings can be large; an effect the other way counts as inactive or inconclusive.

1: O=C(CSc1nnc(-c2cccnc2)n1C1CCCCC1)NC1CCCCC1
2: CCOC(=O)C1C(C(=O)OC)=C(C(=O)OC)c2ccccc2N1S(=O)(=O)C(F)(F)F (centres undefined)
3: COc1ccc(N2C(=O)C(=O)/C(=C(/O)c3ccc(C)cc3)C2c2cccnc2)cc1 (centres undefined)
4: Cc1noc(N)c1C(=O)Nc1ccc(C(C)(C)C)cc1
5: O=C(O)CN(c1ccccc1)S(=O)(=O)c1cc(C(F)(F)F)cc(C(F)(F)F)c1
6: CCN(CC)S(=O)(=O)c1ccc(NS(=O)(=O)c2ccc(C)c(C)c2)cc1
7: CS(=O)(=O)NC1c2cccc3cccc(c23)C1N1CCOCC1 (centres undefined)
8: COc1ccc(CCC(=O)OCC(=O)Nc2ccccc2)cc1
Compound | 1 | 2 | 3 | 4 | 5 | 6 | 7 | 8
NPC1 promoter act | 10% | · | 3% | 2.5µM* | -9% | -3% | -1% | 13%
p53 reactivator | -2% | -5% | 4% | ? | 1% | -1% | -1% | 5%
Tb PFK block | 1% | 3% | -2% | -7% | -7% | 3% | -11% | -2%
ELG1 genotoxic | -5% | -4% | -2% | ? | -5% | -1% | 0% | ?
FLuc counter | 1% | · | -16% | 3.4µM* | ? | 4% | 5% | -19%
Gal4-VP16 FLuc | -2% | -5% | ? | ? | 8% | 8% | -10% | -4%
BRCA1 expr act | 2% | -17% | -8% | ? | -1% | -8% | -3% | 20%
RORg inh | 15% | 0% | -3% | 12% | 20% | 19% | -16% | 18%
ELG1 DNA repair | -2% | -29% | ? | ? | -2% | 0% | 3% | ?
TRPV1 agonist | 3 | · | 1 | ? | 3 | 0 | 0 | 7
Rab9 prom act | 7% | · | 2% | 3.2µM* | -1% | 0% | -10% | 24%

9: COC(C(=O)N/N=C(\C)CC(=O)Nc1ccc(N(C)C)cc1)c1ccccc1 (centres undefined)
10: O=c1cc(-c2cc3ccccc3o2)c2cc(O)ccc2o1
11: COC(=O)C1(CCSC)NC(c2ccccc2F)C2C(=O)N(c3ccc4c(c3)OCCO4)C(=O)C21 (centres undefined)
12: O=C(CN1CCN(Cc2ccc3c(c2)OCO3)CC1)Nc1ccc2c(c1)OCCO2
13: Cc1ccc(CNC(=O)CSCc2ccc(F)cc2)cc1
14: Cc1ccc(N2CC(C(=O)OCC(=O)c3ccc([N+](=O)[O-])cc3)CC2=O)cc1 (centres undefined)
15: CSc1nc2ccc(N3C(=O)C4CCCCC4C3=O)cc2s1 (centres undefined)
16: CCc1ccc(C(=O)COC(=O)C(CCSC)NC(=O)C23CC4CC(CC(C4)C2)C3)cc1 (centres undefined)
Compound | 9 | 10 | 11 | 12 | 13 | 14 | 15 | 16
NPC1 promoter act | 6% | 2% | -2% | -1% | 5% | -4% | 3% | 0%
p53 reactivator | 2% | -11% | -1% | 8% | -1% | 1% | 8% | -5%
Tb PFK block | 3% | -30% | -1% | -2% | 1% | -14% | 6% | -1%
ELG1 genotoxic | 2% | -13% | 2% | 10% | 1% | 0% | 6% | -1%
FLuc counter | 7% | 3% | -2% | -1% | -18%&-16% | 0% | ? | 7%
Gal4-VP16 FLuc | -30% | -9% | -13% | -6% | -8% | 2% | 1% | -9%
BRCA1 expr act | -1% | -7% | -11% | -14% | 2% | -5% | 1% | 0%
RORg inh | 13µM* | -7% | -21% | -1% | 28% | 2% | ? | -7%
ELG1 DNA repair | 1% | ? | -7% | ? | 2% | 0% | 5% | -2%
TRPV1 agonist | 0 | 17 | 8 | -3 | 81* | 0 | 7 | -2
Rab9 prom act | 0% | 0% | 8% | -3% | 9% | 13% | 5% | -3%

One compound at a time, as listed above.
CSc1nc2ccc(N3C(=O)C4CCCCC4C3=O)cc2s1 (centres undefined) in the list: NPC1 promoter act: 3%; p53 reactivator: 8%; Tb PFK block: 6%; ELG1 genotoxic: 6%; FLuc counter: ?; Gal4-VP16 FLuc: 1%; BRCA1 expr act: 1%; RORg inh: ?; ELG1 DNA repair: 5%; TRPV1 agonist: 7; Rab9 prom act: 5%
COC(=O)C1(CCSC)NC(c2ccccc2F)C2C(=O)N(c3ccc4c(c3)OCCO4)C(=O)C21 (centres undefined) in the list: NPC1 promoter act: -2%; p53 reactivator: -1%; Tb PFK block: -1%; ELG1 genotoxic: 2%; FLuc counter: -2%; Gal4-VP16 FLuc: -13%; BRCA1 expr act: -11%; RORg inh: -21%; ELG1 DNA repair: -7%; TRPV1 agonist: 8; Rab9 prom act: 8%

Next section
17: CCCCNC(=O)[C@H]1N2C(=O)c3c(ccc(OC)c3OC)C2SC1(C)C (some centres undefined)
18: O=C(O)/C(=C\c1ccc(Cl)c([N+](=O)[O-])c1)c1ccc(S(=O)(=O)N2CCCC2)s1
19: COc1cc(CCC(=O)OCC(=O)Nc2c(C)cccc2C(C)C)cc(OC)c1OC
20: O=C(NC1CCCC1)C1CC(c2ccc(F)cc2)=NO1 (centres undefined)
21: CCc1nnc(NC(=O)CCC(=O)N2CCN(S(=O)(=O)c3cc(Cl)ccc3OC)CC2)s1
22: Cn1c(=O)c2c(ncn2Cc2cccc(Cl)c2)n(C)c1=O
23: CC1(C)Cc2c(oc3ncn4ncnc4c23)CO1
24: CCN(CC)S(=O)(=O)c1ccc2c(c1)c(=O)c(C(=O)NCCc1ccccc1)cn2C
Compound | 17 | 18 | 19 | 20 | 21 | 22 | 23 | 24
NPC1 promoter act | -3% | -3% | -2% | 25% | -4% | -7% | 2% | -2%
p53 reactivator | -3% | -1% | 16% | 3% | -9% | 0% | 1% | 7%
Tb PFK block | -2% | -28% | 0% | -10% | 2% | -10% | 0% | 0%
ELG1 genotoxic | 0% | 0% | 0% | ? | -1% | 3% | -1% | -7%
FLuc counter | 0% | · | 1% | -17% | 0% | 0% | 2% | 0%&-2%
Gal4-VP16 FLuc | 4% | · | -8% | ? | -2% | -4% | -1% | -9%
BRCA1 expr act | -5% | -18% | -6% | 10µM* | 5% | -66% | 6% | -32%&0%
RORg inh | ? | · | 3% | 21% | 28% | 18% | 3% | 16%
ELG1 DNA repair | -4% | 3% | 4% | ? | 2% | -23% | -3% | -24%
TRPV1 agonist | 6 | 2 | 2 | · | -1 | · | -1 | 22
Rab9 prom act | 3% | -4% | -3% | ? | 6% | -24% | -6% | 0%[1.84 µM]

25: Cc1nn(-c2ccccc2)c(C)c1NC(=O)COc1cc(F)ccc1[N+](=O)[O-]
26: CCOC(=O)C(C(=O)OCC)C(C(=O)OCC)N1CCOCC1 (centres undefined)
27: CCOc1cc(/C=C(/C#N)c2ccc(F)cc2)ccc1OCc1ccc(C(=O)O)o1
28: CCC1(c2ccc(F)cc2)NC(=O)N(CC(=O)N2CCOCC2)C1=O (centres undefined)
29: COC(=O)CN1C(c2ccccc2)=Nc2ccc(Cl)cc2C1c1ccccc1 (centres undefined)
30: COc1ccc(S(=O)(=O)N(C)CC(=O)Nc2ccc3c(c2)OCO3)cc1OC
31: CCC(C)(C(=O)NC1CCCCC1)N(C)C(=O)c1ccccn1 (centres undefined)
32: Cc1ccc(C2CC(=O)Oc3cc(C)c(Br)c(C)c32)cc1 (centres undefined)
Compound | 25 | 26 | 27 | 28 | 29 | 30 | 31 | 32
NPC1 promoter act | · | -28% | 3% | 0% | -7% | -3% | 2% | ·
p53 reactivator | 2% | -20% | 10% | 3% | -7% | 4% | -4% | -13%
Tb PFK block | -1% | -4% | 1% | -1% | -2% | -6% | -1% | 3%
ELG1 genotoxic | -6% | 5% | 1% | 1% | -1% | -2% | 0% | 1%
FLuc counter | · | -19% | 13µM* | -1% | -3% | -11% | 2% | ·
Gal4-VP16 FLuc | · | 5.6µM* | -17% | 0% | -12% | -2% | -5% | -4%
BRCA1 expr act | -30% | -67% | 38% | 7% | -1%[1.84 µM] | 1% | -9% | 16%
RORg inh | · | 0% | 26% | 7% | 13µM* | 29% | 6% | -10%
ELG1 DNA repair | ? | ? | 12% | 0% | ? | -3% | 2% | 1%
TRPV1 agonist | · | -6 | 0 | -2 | 14 | 13 | 2 | ·
Rab9 prom act | · | -44%[inhibitor] | 2% | -2% | 14% | -1% | 3% | ·
